Bioassay records deposited in PubChem BioAssay by National Center for Advancing Translational Sciences (NCATS).
KCNH2 3.1 block – KCNH2 3.1 (human) potassium channel inhibition; U2OS KCNH2 3.1, thallium flux FluxOr; hits give low values; activity change, % (tested at about 1.8 µM); 340,000 compounds, 0.95% hits;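 active = maximum activity change below -70%; inconclusive = maximum activity change from -70% to -50%; inactive = maximum activity change above -50%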;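 note: thallium influx rate constant from kinetic fluorescence after stimulation buffer; % is set by controls: 0 for no effect and ±100 for the full control effect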
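FluxOr-based Tl+ influx in U2OS cells transduced with KCNH2 3.1 virus; rate constants normalized to DMSO controls.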
TRPV1 agonist – activates the human vanilloid receptor TRPV1. TRPV1-expressing cells, Fluo-8 calcium influx, agonist mode. activation, % at 8.33 µM. 320,000 compounds, 0.19% hits. AID 540275; in the data active = activation above about 80%; inconclusive = between about 30% and that limit; note: 0% is about no effect
Target sequence (Q8NER1 whole entry, looked up): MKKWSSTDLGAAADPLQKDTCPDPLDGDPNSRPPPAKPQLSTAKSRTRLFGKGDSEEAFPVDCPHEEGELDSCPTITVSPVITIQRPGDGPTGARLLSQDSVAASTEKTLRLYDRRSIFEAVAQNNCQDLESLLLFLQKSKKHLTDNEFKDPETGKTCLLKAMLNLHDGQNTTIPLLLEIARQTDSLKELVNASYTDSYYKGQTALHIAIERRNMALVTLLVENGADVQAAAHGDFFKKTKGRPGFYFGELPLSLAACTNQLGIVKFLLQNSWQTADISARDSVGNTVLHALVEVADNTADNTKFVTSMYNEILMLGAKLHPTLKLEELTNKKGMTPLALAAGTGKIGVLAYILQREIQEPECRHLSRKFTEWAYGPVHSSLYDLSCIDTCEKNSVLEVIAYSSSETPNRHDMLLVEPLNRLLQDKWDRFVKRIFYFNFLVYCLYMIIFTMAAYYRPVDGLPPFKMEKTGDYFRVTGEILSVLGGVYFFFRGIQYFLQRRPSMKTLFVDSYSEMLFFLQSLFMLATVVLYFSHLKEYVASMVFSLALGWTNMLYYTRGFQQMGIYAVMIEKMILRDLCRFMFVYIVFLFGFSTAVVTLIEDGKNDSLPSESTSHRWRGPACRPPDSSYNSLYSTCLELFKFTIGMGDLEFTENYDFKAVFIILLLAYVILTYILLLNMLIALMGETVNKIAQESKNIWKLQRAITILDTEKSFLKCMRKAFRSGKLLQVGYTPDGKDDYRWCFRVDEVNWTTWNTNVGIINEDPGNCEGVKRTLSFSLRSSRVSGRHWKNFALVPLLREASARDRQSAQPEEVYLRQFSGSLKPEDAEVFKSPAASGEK
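Fluo-8 calcium influx in TRPV1-expressing cells, kinetic read (ex 480/em 520 nm). Compound added and read 3 min for agonist activity, followed by capsaicin at EC20 final and 2 min further read for enhancement.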
Integrin act MD – integrin-mediated muscular dystrophy alleviation activation; Potency, µM (titrated, usually from 38.3 µM), inactives show at the highest dose activation, most hits filed as activators; alpha7betagal myoblasts, beta-gal FDG fluorescence, 48 h; 350,000 compounds, 0.064% hits;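 note: potency is the fitted concentration of half-maximal effect; 100% = response of the positive control SU9516; nearly all actives have a fitted effect of over 60% in size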
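Alpha7betagal+/- myoblasts (passage 13) were plated 16-24 hr, then exposed to compounds (1:260 dilution of DMSO stock) for 48 hours at 37C. After MPER lysis, β-galactosidase reporter activity was read as FDG fluorescence (ex 480/em 540) after 30 minutes.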
GALK inh – inhibitors of human galactokinase | P51570 | Purified GALK, Kinase-Glo residual ATP luminescence | Potency, µM (series often up to 57.5 µM), inactives show at the top dose activity change, negative = inhibition, hits mostly inhibitors | 270,000 compounds, 0.007% hits | AID 1868; note: potency is the fitted concentration of half-maximal effect; % is set by controls: 0 for no effect and ±100 for the full control effect
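Kinase-Glo Plus luminescence measured ATP left after a 1 h room-temperature reaction. The reaction used 5 nM GALK, 100 uM galactose and 35 uM ATP at pH 8.0 (20 mM HEPES, 5 mM MgCl2, 60 mM NaCl, 1 mM DTT, 0.01% BSA).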
FBPA coupling cs – coupling enzyme interference in Giardia aldolase counter-screen; 290,000 compounds, 0.67% hits; activity change, negative = inhibition, % at 58.2 µM, hits read low; coupling enzyme system counterscreen, AmpLite Red fluorescence; in the data active = activity change below about -30%; note: % is set by controls: 0 for no effect and ±100 for the full control effect
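Counterscreen of the coupled detection system alone, without aldolase: glyceraldehyde-3-phosphate coupling enzymes plus AmpLite Red readout. Compounds at 57.5 uM final, 10 min RT preincubation, 20 min RT reaction, fluorescence 525/598 nm.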
KCNH2 WT inh – KCNH2 (human, wildtype) channel inhibition; activity change, % at 1.84 µM; 340,000 compounds, 0.37% hits; Q12809; U2OS, BacMam KCNH2, thallium flux FluxOr; hits give low values;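 active = maximum activity change below -70%; inconclusive = maximum activity change between -70% and -50%; inactive = maximum activity change above -50%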; note: % is set by controls: 0 for no effect and ±100 for the full control effect
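U2OS cells were transduced with wild-type KCNH2 virus (2.03 x 10^8 / mL) for 4 h at room temperature, then cultured overnight at 37 C. Thallium flux was read with FluxOr dye. Rate constants were normalized to DMSO controls.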
S-ASM inh – human S-ASM enzyme inhibition; P17405; placental ASM, HMU-PC fluorogenic substrate, 60 min; Potency, µM (top dose mostly 57.5 µM), inactives show top-dose activity change, negative = inhibition, hits mostly inhibitors; 340,000 compounds, 0.006% hits; AID 504937; note: potency is the fitted concentration of half-maximal effect
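Steps: dispense placental human ASM, pin compound, wait 10 min at room temperature, add HMU-PC0 substrate at 9 uM final, incubate 60 min at 37 °C, add stop solution raising pH to 10, read fluorescence.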
AT treatment – candidate therapy for ataxia-telangiectasia; […] A-T fibroblasts, KAP-1 phosphorylation AlphaLISA; neocarzinostatin DNA damage 30 min before lysis; Potency, µM (top dose mostly 57.5 µM), without a hit: top-dose activation, usual class: activators; 320,000 compounds, 0.19% hits; AID 485349; note: potency is the fitted concentration of half-maximal effect; % of control where 0% means no effect; nearly all actives have a fitted effect of over 45% in size
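ATM-like activity read as KAP-1 phosphorylation via AlphaLISA donor/acceptor antibody pairs after lysis and 6 hr at 25C. Cells were ATM-null patient fibroblasts ([…], hTERT), dosed 60 min, then exposed to the DSB inducer NCS for 30 min.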
MBNL1 CUG block – MBNL1-poly(CUG) RNA binding inhibition; Potency, µM (series often up to 57.5 µM), for inactives: at the highest dose activity change, negative = inhibition, actives largely listed as inhibitors; TR-FRET MBNL1-His/biotin-(CUG)12 binding, 665/545 ratio; AID 2675; 280,000 compounds, 0.036% hits; Q9NR56; active = well fitted inhibition curve with a large enough effect in the signal ratio, with a control signal flat, not every such curve was filed as active; inconclusive = small, poorly fitted or top-dose-only effect, or effect the other way, or a change in a side signal; inactive = no such curve, though single readings can be large or run the other way; the % refers to the signal ratio; note: potency is the fitted concentration of half-maximal effect; % is set by controls: 0 for no effect and ±100 for the full control effect
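Inhibition of protein-RNA binding appears as loss of TR-FRET between terbium anti-His antibody on MBNL1-His and streptavidin-XL665 on biotin-(CUG)12. Activity is normalized to buffer-only and uninhibited-complex controls.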
MLL CXXC-DNA inh – blocks binding of human MLL CXXC domain to DNA; Q03164; MLL-CXXC / FITC-HOXA9 DNA fluorescence polarization; Potency, µM (titrated, usually from 115 µM), without a hit: at the highest dose activity change, negative = inhibition, usual class: inhibitors; 290,000 compounds, 0.037% hits; AID 2662; active = well fitted inhibition curve with a large enough effect in the polarisation, with a control signal flat, not every such curve was filed as active; inconclusive = small, poorly fitted or top-dose-only effect, or effect the other way, or a change in a side signal; inactive = no such curve, though single readings can be large or run the other way; the % refers to the polarisation; note: potency is the fitted concentration of half-maximal effect
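Fluorescence polarization: 7 uM MLL-CXXC (stock) preincubated 5 min with compounds, then 50 nM fluorescein-HOX-A9 DNA (stock) added; 30 min ambient. Buffer 50 mM Tris-HCl pH 7.5, 50 mM NaCl, 1 mM DTT, 0.05% BSA.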
Active calls of the source: *; ? = inconclusive; . = no result given; [ ] = another dose, or the depositor's remark. Unless noted, calls come from the whole dose curve; as a rule, active = well fitted curve in the direction sought with a large enough effect; inconclusive = small, poorly fitted or top-dose-only effect, or another doubt; inactive = no such curve, though single readings can be large; an effect the other way counts as inactive or inconclusive.

SMILES,KCNH2 3.1 block,TRPV1 agonist,Integrin act MD,GALK inh,FBPA coupling cs,KCNH2 WT inh,S-ASM inh,AT treatment,MBNL1 CUG block,MLL CXXC-DNA inh
O=C(Nc1ccccc1C(F)(F)F)c1ccc(CN2CCC(Cc3ccccc3)CC2)cc1,0.5,3.0,-45.3%[inhibitor],-1.0%,-2.8,5.4,2.5%,0.4%,-7.2%,3.8%
CCOc1ccc(-c2ncncc2-c2ccc(OC)c(OC)c2)c(O)c1,-21.5,-1.9,4.7%,0.9%,0.4,4.9,-0.9%,-8.7%,-1.9%,21.8%
COc1ccc(-c2[nH]c(-c3ccccc3)nc2SCC(=O)NC2CCCC2)cc1,11.5,?,5.9%,.,-4.1,5.6,-2.1%,-11.9%,-37.0%,1.7%
Cc1ccc2[nH]cc(CCNC(=O)c3cccnc3)c2c1,-0.7,-1.7,25.0%,-3.6%,4.3,-5.9,1.8%,3.7%,-3.0%,0.9%
O=C(Oc1ccccc1C(=O)Oc1ccccc1)c1ccco1,5.1,17.7,9.4%[7.66 µM],1.5%,3.3,4.0,2.4%,17.7%,-14.8%,77.7%[activator]
O=C(CC(C(=O)c1ccccc1)c1ccccc1)c1ccccc1 (stereo not given),-18.9,.,23.9%,.,.,2.8,-1.4%,.,.,.
Cc1ccccc1-c1nc(CS(=O)CC(=O)NCc2ccccc2)c(C)o1 (stereo not given),-1.2,?,-21.9%,3.4%,0.8,2.6,3.6%,-8.6%,-4.3%,20.1%
CS(=O)(=O)c1ccc(Cl)c(NC(=O)C2CC(=O)N(Cc3ccco3)C2)c1 (stereo not given),-44.9,-1.3,-17.6%,.,.,1.0,1.2%,6.9%,.,.
CC(C)Oc1c(N2CCOCC2)c(=O)c1=O,-6.7,0.8,4.1%,.,-0.9,2.1,0.9%,6.1%,-5.3%,12.5%
Cc1ccc(CCNC(=O)C2CCC(CNc3c(N4CCCC4)c(=O)c3=O)CC2)cc1 (stereo not given),-10.8,-0.3,13.2%,2.3%,0.5,14.8,4.1%,-10.8%,-9.2%,9.3%
O=C(Cc1cccs1)Nc1nnc(Cc2ccccc2)s1,-4.7,3.2,-3.7%,-2.0%,0.9,-5.2,1.0%,3.0%,7.5%,-4.6%
COc1ccc(-c2cc(=O)oc3cc(OCC(=O)NCc4ccccn4)ccc23)cc1,3.1,1.1,-5.2%,.,2.0,-14.8,-1.5%,-18.2%,4.6%,-2.9%
O=C(CN1C(=O)c2ccccc2C1=O)Nc1ccccc1C(=O)NC1CCCCCC1,-2.2,9.3,6.2%,-2.2%,-2.8,3.4,-9.9%,-6.7%,20.9%,-1.2%
CC/C(=N\NC(=O)CSCc1ccccc1Br)c1ccc2c(c1)OCCO2,4.2,20.7,-15.8%,-3.8%,1.9,1.0,-7.3%,0.3%,-3.6%,2.9%
CC1CC(C)CN(Cc2nc(N)nc(Nc3ccc4ccccc4c3)n2)C1 (stereo not given),-112.6*,11.2,-46.4%[inhibitor],-0.7%,-6.7,-5.5,-2.7%,1.4%,9.1%,24.0%
CC(C)NC(=O)N(C)C[C@H]1Oc2c(NC(=O)Nc3ccc4c(c3)OCO4)cccc2C(=O)N([C@H](C)CO)C[C@@H]1C,-1.8,.,5.5%,.,.,-7.4,4.9%,-1.2%,.,.
OC(COCCC12CC3CC(CC(C3)C1)C2)CN1CCCC1 (stereo not given),14.7,1.8,-60.4%[inhibitor],0.7%,2.8,40.9,4.8%,-3.4%,-1.5%,-2.0%
O=C(O)C(NC(=O)c1ccccc1)=C(Cl)Cl,1.5,.,-1.9%,.,.,6.2,-1.0%,.,.,.
CN(CC(=O)Nc1ccccc1C(F)(F)F)C(=O)CSCc1ccc(Cl)c(Cl)c1,26.5,5.9,-34.1%,.,.,-2.4,4.7%,5.8%,.,.
O=C(c1ccco1)N1CCN(C(=O)c2cc(=O)[nH]c3ccccc23)CC1,-5.9,-1.3,3.6%,.,.,-1.5,4.5%,3.7%,.,.
Cc1cc2cc(CNC(=O)c3ccc(S(=O)(=O)N4CCCC4)cc3)ccc2n1C,-13.8,3.0,-1.8%,-1.7%,-5.2,7.7,-2.4%,-13.8%,420.1%[activator],3.8%
CC(C)(Cc1ccccc1)/[N+]([O-])=C\c1ccc(C(F)(F)F)cc1,4.3,6.4,-13.1%,.,.,-3.0,-3.0%,7.5%,.,.
CCOc1ccc(Nc2nc(N)nc(CN(C)C3CCCCC3)n2)cc1,?,0.1,25.2%,.,-3.0,79.8,4.4%,-26.5%,?,15.5%
CCN(C(=O)CSc1n[nH]c(N)n1)c1cccc2ccccc12,2.3,.,-0.9%,.,.,-5.9,1.3%,-0.9%,.,.
CCn1cc(S(=O)(=O)Nc2ccccc2C(F)(F)F)cn1,-21.2,-3.8,21.5%,-4.0%,-1.4,0.1,0.3%,-1.7%,-3.0%,-3.9%
COc1cc(C2C(C#N)=C(N)Oc3cc(C)oc(=O)c32)cc(OC)c1OC (stereo not given),19.4,.,12.1%,-4.5%,-2.2,-0.9,1.4%,-0.9%,.,3.8%
COC(=O)c1[nH]c2ccc(Cl)cc2c1NC(=O)CCN1CCOCC1,3.4,0.4,0.0%,0.2%,0.4,-4.0,-0.4%,2.4%,13.8%,3.2%
CCc1ccc(C(=O)Cn2cnc3cc([N+](=O)[O-])ccc3c2=O)cc1,5.1,-6.6,-28.3%,6.4%,-0.4,7.9,1.3%,-5.6%,?,-0.2%
COc1cccc(C(=O)Nc2ccc(S(=O)(=O)NCc3ccco3)cc2)c1,10.2,-2.7,-20.4%,7.4%,2.2,24.7,-9.4%,9.6%,-6.3%,1.6%
CCC[N+](CC#Cc1ccccc1)(CCC)CC(=O)c1ccc(Cl)cc1,1.9,23.8,-58.8%[inhibitor],.,10.1,-0.5,-0.7%,-4.1%,-7.0%,4.9%
CCCc1cc(=O)[nH]c(SCC(=O)c2cc(C)n(CC3CCCO3)c2C)n1 (stereo not given),-2.1,.,8.5%,.,.,8.5,0.2%,-5.4%,.,.
Cc1ccnc(NS(=O)(=O)c2ccc(NC(=O)/C=C/c3ccccc3)cc2)n1,-7.3,1.4,-13.1%,.,1.8,-0.6,4.5%,0.0%,-5.6%,-20.5%
N=c1nc2n(cc1F)C1OC(CO)C(O)C1O2 (stereo not given),0.1,.,-21.3%,.,.,4.5,0.6%,.,.,.
COc1cc(OC)c(NC(=O)N2CCOCC2)cc1Cl,0.2,0.8,-14.8%,-3.1%,0.1,0.2,4.1%,-3.1%,-3.6%,-7.7%
Clc1ncn(CCOc2ccccc2)c1Cl,4.1,6.1,6.9%,-2.8%,-1.2,1.0,1.0%,4.1%,6.4%,-8.6%
COc1ccc(C(C(=O)NC2CCCC2)N(Cc2ccc(F)cc2)C(=O)c2ccn[nH]2)cc1OC (stereo not given),-5.7,.,11.1%,-0.8%,1.8,-6.4,-0.3%,5.4%,-10.1%,-5.2%
CCC(C)(C)n1nnnc1C(c1ccccc1F)N1CCC(C(N)=O)CC1 (stereo not given),6.7,2.4,-13.5%,11.0%,2.1,-0.7,5.3%,-12.5%,2.3%,1.2%
COc1ccc(-n2c(C)cc(/C=C/c3nc(O)c([N+](=O)[O-])c(=O)[nH]3)c2C)cc1,-5.4,-5.6,1.8%,-2.6%,0.5,-1.2,-9.5%,-1.4%,7.0%,-18.5%
COc1ccc(N2C(=O)c3ccccc3NC2c2ccc(OC)c(Cn3cc([N+](=O)[O-])cn3)c2)cc1 (stereo not given),-6.4,1.9,-11.2%,-1.9%,0.2,4.6,4.1%,36.4%,1.6%,-1.5%
CC1CC(=O)Nc2ccccc2N1C(=O)CSc1ccc2ccccc2n1 (stereo not given),13.0,.,10.7%,.,.,15.8,2.9%,7.3%,.,.
